human PMI inhibitors: human PMI inhibitors, high substrate, primary screen, biochemical, fluorescence intensity, high mannose 6-phosphate (AID 1220) | recombinant PMI enzyme, coupled fluorescence intensity; higher % means a stronger effect | inhibition, % at 20 µM, or IC50 in µM where a hit was titrated | actives 0.66% (n = 190,000)
Myeloid diff 2: promotes myeloid progenitor differentiation. ER-HoxA9 myeloid progenitors, lysozyme-GFP differentiation, flow cytometry. calls only at 10 µM. actives 1% (n = 360,000). AID 624256;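 active = normalized GFP-positive differentiation at or above the plate's own cutoff, the solvent-only control mean plus 3 SD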;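 also: cells exposed to compound for four days before flow analysis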
XIAP antagonists: XIAP antagonists, biochemical, IAP family, fluorescence polarization (AID 1018). XIAP BIR domain, fluorescence polarization peptide displacement; higher % means a stronger effect. one-dose displacement, % at 20 µM; IC50 in µM for titrated hits. actives 0.007% (n = 200,000); in the data active = displacement above about 50%; also: a part of the inactive calls stands beside numbers as strong as those of hits
TNAP activators: human TNAP enzyme activators, primary screen, biochemical, luminescent, no phosphate acceptor, uHTS (AID 1001). actives 0.03% (n = 200,000). purified TNAP, luminescent activation assay, no phosphate acceptor; higher activation fold means a stronger effect. activation fold at 20 µM, or EC50 in µM where a hit was titrated; in the data active = activation fold from about 3, or a potency from the dose series; inactive = the rest, 99 in 100 with activation fold below about 1.6; also: many of its hits are not listed in these tables
human PMI inhibition: inhibitors of human PMI, primary screen, biochemical, fluorescence intensity, coupled assay (AID 1209). actives 0.42% (n = 190,000). inhibition, % at 20 µM; hits with a dose series show IC50 in µM. purified PMI enzyme, coupled fluorescence intensity; higher % means a stronger effect;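 also: plate controls were DMSO vehicle for no effect and wells lacking substrate for full effect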
RSV antiviral HEp-2: inhibition of RSV-induced cytopathic effect – HEp-2 cells, primary 10 µM value included (AID 2391); HEp-2 cells, RSV-induced CPE inhibition; higher % means a stronger effect; CPE inhibition, % at 10 µM, or IC50 in µM where a hit was titrated; actives 0.13% (n = 310,000); in the data active = a potency from the dose series; also: strong numbers were not always called active
WT yeast gro inh: growth inhibition of WT yeast, mitochondrial fusion screen; mitochondrial fusion phenotypic screen, WT strain; inhibition, % at 10 µM; actives 2.1% (n = 190,000); AID 1362; in the data active = inhibition above about 58%; tested in S. cerevisiae
SIAH1 antagonists: blockers of Siah-1 interaction with plectin peptide – biochemical, fluorescence polarization, rhodamine-plectin, uHTS, primary screen (AID 1817) | Siah-1 / rhodamine-plectin peptide fluorescence polarization; higher % means a stronger effect | displacement, % at 20 µM, or IC50 in µM where a hit was titrated | actives 0.02% (n = 290,000);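 active = displacement of at least 50% at 20 µM, with a fluorescence ratio check between 0.3 and a set limit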;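 also: plate controls were Siah plus tracer with DMSO for no effect and tracer alone without Siah for full effect; strong numbers were not always called active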
Salmonella PhoP GFP: inhibitors of PhoP regulon expression, primary screen, Salmonella Typhimurium, GFP reporter (AID 1863); actives 0.16% (n = 300,000); one-dose inhibition, % at 50 µM; IC50 in µM for titrated hits; S. Typhimurium PhoP-regulated promoter GFP reporter, 4 h; higher % means a stronger effect;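 active = inhibition over 29.93%, a cutoff 3 SD above the screen mean, later confirmed by dose response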;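 also: 0% = low Mg2+ inducing control and 100% = high Mg2+ repressing control; strong numbers were not always called active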
WT yeast gro inh mutant strain: further read-out of WT yeast gro inh, marked with its call; inhibition, %; mitochondrial fusion phenotypic screen, mutant strain inhibition
Myeloid diff 2 GFP+ MAC1+ %: recorded beside Myeloid diff 2, whose call it bears; GFP+ MAC1+ double positive, %; measured here: differentiation confirmed by MAC1 staining
* hit, by the source's call. Rule as the data show it, unless noted: active = inhibition above about 50%; inactive = the rest.

Results for O=C(NCCN1CCOCC1)c1cc(=O)[nH]c2ccc(Br)cc12 ?
human PMI inhibitors: -6%; Myeloid diff 2: inactive; XIAP antagonists: 0.2%; TNAP activators: 1.1; human PMI inhibition: 2%; RSV antiviral HEp-2: 0.7%; WT yeast gro inh: 6; SIAH1 antagonists: 3%; Salmonella PhoP GFP: -3%; WT yeast gro inh mutant strain: 41; Myeloid diff 2 GFP+ MAC1+ %: 1.0

Results for Cc1ccc(C)c(OCCN2CCOCC2)c1 ?
Myeloid diff 2: inactive; RSV antiviral HEp-2: 0.5%; SIAH1 antagonists: 3%; Salmonella PhoP GFP: 10%; Myeloid diff 2 GFP+ MAC1+ %: 0.3

How did Cc1ccc(C(=O)CSc2nc(C(C)C)nc3ccccc23)cc1 do in these assays?
human PMI inhibitors: 16%; Myeloid diff 2: inactive; XIAP antagonists: -15%; TNAP activators: 1; human PMI inhibition: 22%; RSV antiviral HEp-2: 15%; WT yeast gro inh: 44; SIAH1 antagonists: 1%; Salmonella PhoP GFP: -1%; WT yeast gro inh mutant strain: -4; Myeloid diff 2 GFP+ MAC1+ %: 0.2

How did COc1cccc(CNCC(=O)Nc2ccc(N3CCOCC3)cc2)c1 do in these assays?
human PMI inhibitors: 8%; Myeloid diff 2: inactive; XIAP antagonists: -1.1%; TNAP activators: 1.1; human PMI inhibition: 10%; RSV antiviral HEp-2: 0.3%; WT yeast gro inh: -3; SIAH1 antagonists: 11%; Salmonella PhoP GFP: -3%; WT yeast gro inh mutant strain: -1; Myeloid diff 2 GFP+ MAC1+ %: 0.2

How did Cc1noc(C)c1S(=O)(=O)Nc1ccc(C(=O)N2CCCCC2)cc1 do in these assays?
human PMI inhibitors: 2%; Myeloid diff 2: inactive; XIAP antagonists: -6.2%; TNAP activators: 1; human PMI inhibition: 3%; RSV antiviral HEp-2: -0.6%; WT yeast gro inh: 11; SIAH1 antagonists: -2%; Salmonella PhoP GFP: -13%; WT yeast gro inh mutant strain: 8; Myeloid diff 2 GFP+ MAC1+ %: 5.3

What do the screens show for `CCN(CC)c1ccc2cc(-c3nc(-c4ccc(OC)cc4)cs3)c(=O)oc2c1`?
human PMI inhibitors: 10%; XIAP antagonists: -3.0%; TNAP activators: 1; human PMI inhibition: 10%; RSV antiviral HEp-2: 2.4%; WT yeast gro inh: 6; SIAH1 antagonists: 5%; Salmonella PhoP GFP: -48%; WT yeast gro inh mutant strain: 3

How did COc1ccccc1NC(=O)C1=C(C)Nc2nnnn2C1c1cccc(Br)c1 (stereo unspecified) do in these assays?
human PMI inhibitors: 7%; Myeloid diff 2: inactive; XIAP antagonists: -21%; TNAP activators: 0.9; human PMI inhibition: -2%; RSV antiviral HEp-2: 3.0%; WT yeast gro inh: -13; SIAH1 antagonists: 0%; Salmonella PhoP GFP: 0%; WT yeast gro inh mutant strain: -7; Myeloid diff 2 GFP+ MAC1+ %: 0.9

Results for CC(C)C(NC(=O)C12CC3CC(CC(C3)C1)C2)C(=O)NC1=NCCS1 (stereo unspecified) ?
human PMI inhibitors: -3%; XIAP antagonists: -8.2%; TNAP activators: 1.1; human PMI inhibition: -4%; RSV antiviral HEp-2: 0.5%; WT yeast gro inh: 66*; SIAH1 antagonists: 1%; Salmonella PhoP GFP: 5%; WT yeast gro inh mutant strain: 14*

How did CSc1ncccc1C(=O)N1CCCC(CCC(=O)NCc2ccc(F)c(F)c2)C1 (stereo unspecified) do in these assays?
human PMI inhibitors: 17%; Myeloid diff 2: inactive; XIAP antagonists: -4.1%; TNAP activators: 1.1; human PMI inhibition: 14%; RSV antiviral HEp-2: 0.0%; WT yeast gro inh: 5; SIAH1 antagonists: 19%; Salmonella PhoP GFP: -5%; WT yeast gro inh mutant strain: -1; Myeloid diff 2 GFP+ MAC1+ %: 0.5

What do the screens show for `CCCCn1c(SCC(=O)Nc2ccc3c(c2)OCO3)nc2c1c(=O)n(C)c(=O)n2C`?
human PMI inhibitors: -2%; Myeloid diff 2: inactive; XIAP antagonists: -8.4%; TNAP activators: 1.1; human PMI inhibition: -2%; RSV antiviral HEp-2: 0.6%; WT yeast gro inh: -5; SIAH1 antagonists: -2%; Salmonella PhoP GFP: -6%; WT yeast gro inh mutant strain: -8; Myeloid diff 2 GFP+ MAC1+ %: 4.1

Results for CN(C)C(=O)CSc1nnc(-c2ccncc2)n1Cc1ccco1 ?
human PMI inhibitors: -4%; Myeloid diff 2: inactive; XIAP antagonists: -4.2%; TNAP activators: 1.2; human PMI inhibition: -10%; RSV antiviral HEp-2: -1.3%; WT yeast gro inh: 1; SIAH1 antagonists: -7%; Salmonella PhoP GFP: 5%; WT yeast gro inh mutant strain: -5; Myeloid diff 2 GFP+ MAC1+ %: 0.7

What do the screens show for `O=C(Nc1ccccc1)c1cccc(N2CCCC2=O)c1`?
human PMI inhibitors: -29%; XIAP antagonists: -1.4%; TNAP activators: 1.1; human PMI inhibition: -13%; RSV antiviral HEp-2: 1.4%; WT yeast gro inh: 6; SIAH1 antagonists: 0%; Salmonella PhoP GFP: 16%; WT yeast gro inh mutant strain: 15

Results for Cc1ccc(O)c(-c2cc(-c3ccccc3C)[nH]n2)c1 ?
human PMI inhibitors: 14%; Myeloid diff 2: inactive; XIAP antagonists: -2.0%; TNAP activators: 1.2; human PMI inhibition: 9%; WT yeast gro inh: 78*; SIAH1 antagonists: 0%; Salmonella PhoP GFP: 32%; WT yeast gro inh mutant strain: 77*; Myeloid diff 2 GFP+ MAC1+ %: 0.6

How did CCCC[C@H]1COCCS(=O)(=O)N1Cc1cccc([N+](=O)[O-])c1 do in these assays?
Myeloid diff 2: inactive; RSV antiviral HEp-2: -1.1%; SIAH1 antagonists: -5%; Salmonella PhoP GFP: 10%; Myeloid diff 2 GFP+ MAC1+ %: 0.4

Results for Cc1c(-c2ccccc2)nc2ccccc2c1C(=O)OCC(=O)Nc1ncc(C(F)(F)F)cc1Cl ?
human PMI inhibitors: 18%; Myeloid diff 2: inactive; XIAP antagonists: -9.3%; TNAP activators: 1; human PMI inhibition: 11%; RSV antiviral HEp-2: 1.9%; WT yeast gro inh: 8; SIAH1 antagonists: 3%; Salmonella PhoP GFP: -9%; WT yeast gro inh mutant strain: -9; Myeloid diff 2 GFP+ MAC1+ %: 0.8

Next section (three carried over from the part before).
Results for Cc1ccc(O)c(-c2cc(-c3ccccc3C)[nH]n2)c1 ?
human PMI inhibitors: 14%; Myeloid diff 2: inactive; XIAP antagonists: -2.0%; TNAP activators: 1.2; human PMI inhibition: 9%; WT yeast gro inh: 78*; SIAH1 antagonists: 0%; Salmonella PhoP GFP: 32%; WT yeast gro inh mutant strain: 77*; Myeloid diff 2 GFP+ MAC1+ %: 0.6

How did CCCC[C@H]1COCCS(=O)(=O)N1Cc1cccc([N+](=O)[O-])c1 do in these assays?
Myeloid diff 2: inactive; RSV antiviral HEp-2: -1.1%; SIAH1 antagonists: -5%; Salmonella PhoP GFP: 10%; Myeloid diff 2 GFP+ MAC1+ %: 0.4

Results for Cc1c(-c2ccccc2)nc2ccccc2c1C(=O)OCC(=O)Nc1ncc(C(F)(F)F)cc1Cl ?
human PMI inhibitors: 18%; Myeloid diff 2: inactive; XIAP antagonists: -9.3%; TNAP activators: 1; human PMI inhibition: 11%; RSV antiviral HEp-2: 1.9%; WT yeast gro inh: 8; SIAH1 antagonists: 3%; Salmonella PhoP GFP: -9%; WT yeast gro inh mutant strain: -9; Myeloid diff 2 GFP+ MAC1+ %: 0.8

How did Cc1nc(N2CCN(c3ccccc3)CC2)[nH]c(=O)c1C do in these assays?
Myeloid diff 2: inactive; RSV antiviral HEp-2: 1.0%; SIAH1 antagonists: -1%; Salmonella PhoP GFP: -7%; Myeloid diff 2 GFP+ MAC1+ %: 0.4

How did Cc1ccc(NC(=O)c2cnccn2)c(C)c1 do in these assays?
Myeloid diff 2: inactive; RSV antiviral HEp-2: 0.1%; SIAH1 antagonists: -4%; Salmonella PhoP GFP: 0%; Myeloid diff 2 GFP+ MAC1+ %: 0.3

How did CCCCC(=O)Nc1ccc(C(=O)OC2CCCCC2)cc1 do in these assays?
human PMI inhibitors: 14%; Myeloid diff 2: inactive; XIAP antagonists: -24%; TNAP activators: 1; human PMI inhibition: 19%; RSV antiviral HEp-2: 43%; WT yeast gro inh: 31; SIAH1 antagonists: 1%; Salmonella PhoP GFP: -12%; WT yeast gro inh mutant strain: 20; Myeloid diff 2 GFP+ MAC1+ %: 0.2

What do the screens show for `Cc1nn(C)c(C)c1S(=O)(=O)N1CCC(C(=O)Nc2ccc3c(c2)OCCO3)CC1`?
human PMI inhibitors: -1%; Myeloid diff 2: inactive; XIAP antagonists: -1.6%; TNAP activators: 1.2; human PMI inhibition: -3%; RSV antiviral HEp-2: -0.7%; WT yeast gro inh: 15; SIAH1 antagonists: 3%; Salmonella PhoP GFP: 13%; WT yeast gro inh mutant strain: 10; Myeloid diff 2 GFP+ MAC1+ %: 0.7

How did CSc1nnc(-c2cccc(NC(=O)c3ccccc3)c2)n1C do in these assays?
Myeloid diff 2: inactive; RSV antiviral HEp-2: 4.7%; SIAH1 antagonists: 1%; Salmonella PhoP GFP: -3%; Myeloid diff 2 GFP+ MAC1+ %: 0.3

What do the screens show for `COc1cc(CNc2ncn[nH]2)ccc1OCc1cccc(C)c1`?
human PMI inhibitors: 46%; Myeloid diff 2: inactive; XIAP antagonists: -3.0%; TNAP activators: 1.2; human PMI inhibition: 29%; RSV antiviral HEp-2: -1.0%; WT yeast gro inh: 1; SIAH1 antagonists: 3%; Salmonella PhoP GFP: -3%; WT yeast gro inh mutant strain: 9; Myeloid diff 2 GFP+ MAC1+ %: 0.0

Results for Cc1ccc(NC(=O)/C(C#N)=C/c2ccccc2C(F)(F)F)cc1 ?
human PMI inhibitors: 5%; Myeloid diff 2: inactive; XIAP antagonists: -12%; TNAP activators: 1.1; human PMI inhibition: 6%; RSV antiviral HEp-2: 4.0%; WT yeast gro inh: 8; SIAH1 antagonists: -1%; Salmonella PhoP GFP: -3%; WT yeast gro inh mutant strain: 3; Myeloid diff 2 GFP+ MAC1+ %: 1.0

Results for O=[N+]([O-])c1ccc(Sc2n[nH]c(-c3ccncc3)n2)nc1 ?
human PMI inhibitors: -15%; Myeloid diff 2: inactive; XIAP antagonists: -5.6%; TNAP activators: 1.1; human PMI inhibition: 61%*; RSV antiviral HEp-2: 2.9%; WT yeast gro inh: 4; SIAH1 antagonists: 44%; Salmonella PhoP GFP: 3%; WT yeast gro inh mutant strain: 2; Myeloid diff 2 GFP+ MAC1+ %: 0.2

How did Cc1ccc(-c2noc(CCC(=O)NCc3ccc4c(c3)OCO4)n2)cc1 do in these assays?
human PMI inhibitors: 0%; Myeloid diff 2: inactive; XIAP antagonists: -12%; TNAP activators: 1.1; human PMI inhibition: -11%; RSV antiviral HEp-2: 1.0%; WT yeast gro inh: -13; SIAH1 antagonists: 0%; Salmonella PhoP GFP: -12%; WT yeast gro inh mutant strain: 5; Myeloid diff 2 GFP+ MAC1+ %: 1.6

Results for COc1ccc(NC(=O)c2ccco2)c(NC(=O)c2ccc([N+](=O)[O-])cc2)c1 ?
Myeloid diff 2: inactive; RSV antiviral HEp-2: 1.7%; SIAH1 antagonists: 1%; Salmonella PhoP GFP: 7%; Myeloid diff 2 GFP+ MAC1+ %: 2.8
